# PLC-beta3 inh: inhibitors of human phospholipase C beta3; 370,000 tested, 0.18% active; inhibition, % at 12.2 µM; Purified PLC-beta3, fluorogenic substrate, fluorescence; Q01970; AID 720704; in the data active = inhibition above about 11%;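 also: 0% = median of compound wells on plate and 100% = full blocker control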
# PLCg1 inh: PLC-gamma1 (human) inhibition, primary screen; purified PLC-gamma1, fluorogenic substrate, fluorescence; inhibition, % at 12.2 µM; 370,000 tested, 0.84% active; AID 720700; in the data active = inhibition above about 9.5%
# ADAM17 inh: ADAM17 inhibition, QFRET primary screen; P78536; recombinant ADAM17, EDANS/DABCYL FRET peptide cleavage; inhibition, % at 6.95 µM; 370,000 tested, 0.83% active;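 active = inhibition above the mean of compounds lying between control limits plus 3 SD, set per campaign, cut at about 8.5% in these data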;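 also: 0% = DMSO-only wells as the low control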
# Tn6 DDE FP: inhibitors of Tn6 peptide binding to human fibrin DD(E). AID 720509. 370,000 tested, 0.21% active. Fibrin DD(E) TRITC-Tn6 fluorescence polarization displacement. inhibition, % at 8.3 µM;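 active = inhibition above a per-campaign cutoff: mean of compounds within control limits plus 3 SD, cut at about 15% in these data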;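 also: 0% = median of all compound wells on the plate and 100% = blocking peptide control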
# UHRF1 MBD2 ctr: human UHRF1 methylated DNA binding inhibitors | inhibition, % at 4.4 µM | UHRF1 binding to methylated oligo, TR-FRET | 370,000 tested, 0.75% active; in the data active = inhibition above about 21%;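 also: UHRF1 SRA domain binding a hemimethylated CpG hairpin DNA probe; 0% = median of test compound wells and 100% = reference inhibitor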
# Target sequence (Q96T88 whole entry, looked up, the tested form may be a part): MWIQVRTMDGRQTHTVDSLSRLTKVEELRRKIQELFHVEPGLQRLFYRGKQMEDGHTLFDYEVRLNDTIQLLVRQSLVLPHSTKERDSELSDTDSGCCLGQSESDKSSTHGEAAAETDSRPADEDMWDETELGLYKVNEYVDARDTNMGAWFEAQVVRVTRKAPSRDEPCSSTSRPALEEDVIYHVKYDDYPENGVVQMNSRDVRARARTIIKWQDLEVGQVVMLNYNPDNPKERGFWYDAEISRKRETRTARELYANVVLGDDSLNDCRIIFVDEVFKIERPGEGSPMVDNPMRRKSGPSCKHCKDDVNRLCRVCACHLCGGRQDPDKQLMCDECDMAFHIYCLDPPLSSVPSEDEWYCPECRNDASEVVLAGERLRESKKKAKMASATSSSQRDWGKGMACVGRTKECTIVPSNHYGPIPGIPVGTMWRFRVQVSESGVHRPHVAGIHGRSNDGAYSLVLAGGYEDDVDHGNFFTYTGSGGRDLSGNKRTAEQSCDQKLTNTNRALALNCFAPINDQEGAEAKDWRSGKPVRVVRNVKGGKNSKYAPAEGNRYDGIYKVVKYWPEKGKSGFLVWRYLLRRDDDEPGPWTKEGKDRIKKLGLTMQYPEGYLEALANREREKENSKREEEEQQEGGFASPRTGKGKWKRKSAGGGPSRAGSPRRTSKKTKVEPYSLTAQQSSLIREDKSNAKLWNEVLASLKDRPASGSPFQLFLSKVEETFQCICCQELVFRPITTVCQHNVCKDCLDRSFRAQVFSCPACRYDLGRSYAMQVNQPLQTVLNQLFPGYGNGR
# KLK7 zymogen act: proKLK7 (human) activation, primary screen | purified proKLK7, EDANS-DABCYL substrate fluorescence; 100% is mature enzyme control, 0% vehicle | activation, % at 7 µM | 370,000 tested, 0.9% active;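 active = activation above the mean of all tested compounds plus 3 SD, computed per campaign excluding outliers beyond control limits, cut at about 13% in these data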
# Target sequence (P49862 whole entry, looked up): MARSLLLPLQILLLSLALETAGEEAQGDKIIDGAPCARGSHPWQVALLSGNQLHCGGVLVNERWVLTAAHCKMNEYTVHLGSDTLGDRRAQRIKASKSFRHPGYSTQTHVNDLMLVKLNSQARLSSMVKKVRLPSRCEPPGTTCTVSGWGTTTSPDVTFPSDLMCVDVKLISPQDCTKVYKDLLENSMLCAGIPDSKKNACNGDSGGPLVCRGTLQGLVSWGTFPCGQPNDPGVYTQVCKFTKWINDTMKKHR
# MBD2 inh: inhibitors of human MBD2 binding to methylated oligonucleotide. TR-FRET. inhibition, % at 4.4 µM. 370,000 tested, 0.31% active. AID 686964; in the data active = inhibition above about 13%
# Tn7 DDE FP: inhibitors of Tn7 peptide binding to human fibrin DD(E); P02675; FP displacement of FITC-Tn7 peptide from fibrin DD(E); 0% = median of compound wells per plate; inhibition, % at 8.3 µM; 370,000 tested, 0.13% active; AID 720508;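 active = inhibition above the mean of compounds falling within the control limits plus 3 SD of them, cut at about 14% in these data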;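 also: 0% = plate median of compound wells and 100% = 10 µM Aha-Tn7 peptide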
#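 system = human fibrin DD(E) protein | quantity = DD(E) 2 µM final | medium = Tris/NaCl/CaCl2 buffer, pH 7.8 | also added = labelled Tn7 tracer, 0.1 µM | compound dosing = single point at 8.3 µM | timing = compound with protein 10 min, then 3 h after probe, room temperature | signal = FP measurement | benchmarks = Aha-Tn7 high control | repeats = one replicate per compound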
# ASAP1 inh: ASAP1 ArfGAP inhibition; inhibition, % at 16.5 µM; AID 624377; ASAP1-stimulated ARF1 GTP hydrolysis, GDP FP detection; 360,000 tested, 0.19% active; in the data active = inhibition above about 25%;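 also: 0% = vehicle with enzyme and substrate and 100% = no enzyme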
# ARFGAP1 inh: inhibits rat ARF GTPase activating protein 1. Arfgap1-stimulated ARF1 GTP hydrolysis, GDP FP detection. inhibition, % at 16.5 µM. 360,000 tested, 0.26% active. AID 651572;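 active = inhibition above a per-plate limit, mean inhibition of low control wells plus 3 SD, cut at about 25% in these data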;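 also: 0% = DMSO wells with enzyme and 100% = wells lacking Arfgap1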
#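 material = rat Arfgap1 catalytic domain, aa 1-136 | also added = human ARF1(Δ1-17)-GTP substrate | compound dosing = one concentration, 16.5 µM, DMSO 1.26% | times = GTP hydrolysis reaction 2 h at 25 °C | measured by = FP, GDP Alexa 633 tracer displaced from anti-GDP antibody, 620/688 nm | evaluation = percent inhibition of Arfgap1-stimulated GTP hydrolysis | replication = single well per compound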
# * marks the source's active call; other numbers are inactive results; . = no result given.
# Sequence of screens – ARFGAP1 inh, PLCg1 inh, MBD2 inh, ADAM17 inh, PLC-beta3 inh, UHRF1 MBD2 ctr, Tn6 DDE FP, Tn7 DDE FP, ASAP1 inh, KLK7 zymogen act
- OCc1cn(-c2ccccc2)nc1-c1ccc(-c2nn(-c3ccccc3)cc2CO)cc1
  -1.0, 0.1, -3.4, 2.1, 1.0, -0.8, 4.0, -4.7, 14.3, 0.5
- C/C=C(\C)C(=O)Nc1cccc(C2=NOC3(C2)C[C@H](C(N)=O)N(C(=O)c2cc([N+](=O)[O-])cc([N+](=O)[O-])c2)C3)c1 (stereo partly specified)
  -5.0, 0.3, -3.3, -0.9, 2.4, -2.2, 6.4, -0.7, 6.3, -0.2
- COC(=O)C(C)SC1=N/C(=C/c2ccc(-n3cncn3)cc2)C(=O)N1 (stereo unspecified)
  -1.6, -9.1, -4.1, -3.2, -20.2, -1.0, 11.1, 7.8, 3.2, -2.2
- COc1cc(OC)cc(N2CC(C)(C)C2=O)c1
  -2.8, 6.1, 0.0, -2.9, 1.1, -3.0, 2.5, -3.3, -1.1, 0.2
- Cc1c(-n2cc(C(=O)c3cc(Br)ccc3O)cc(C#N)c2=O)c(=O)n(-c2ccccc2)n1C
  -1.2, -0.7, -2.0, 2.3, -5.5, -1.1, -1.9, -3.7, -2.3, -0.6
- O=C(Nc1ccnn1C1CCN(C(=O)c2cccc(Cl)c2)CC1)C1CC1
  -9.2, 0.9, 6.4, -4.7, -7.7, 0.0, 0.8, 5.3, 3.1, 0.0
- COc1ccc(OCCNS(=O)(=O)c2ccc3oc4ccccc4c3c2)cc1
  -1.9, -59.2, 1.6, -3.1, -0.5, 9.3, -10.9, -10.1, 2.8, -0.4
- Cc1cc(NS(=O)(=O)c2ccc(NC(=O)Nc3cccc(C(F)(F)F)c3)cc2)no1
  3.0, 4.6, -0.1, 0.2, -3.0, -0.1, -4.2, -0.4, 1.1, -0.3
- O=C(O)CCC(=O)Nc1ccc(C(=O)OC2CCCCC2)cc1
  -1.3, -0.2, -6.1, -0.5, 4.2, -1.9, -0.9, -7.2, -11.0, 0.3
- CCOc1nc2cccc(C(=O)O)c2n1Cc1ccc(-c2ccccc2-c2nn[nH]n2)cc1
  ., -3.0, -0.5, 0.9, 1.0, 8.7, 0.7, 2.4, ., -0.1
- Cc1cc2oc(=O)c(CC(=O)O)c(C)c2c2occ(C(C)(C)C)c12
  6.5, -16.7, -2.1, -36.4, -28.0, -1.2, 3.9, -1.5, -11.3, -0.5
- COC(=O)[C@]12C[C@H](CC(=O)NCCc3ccccc3OC)C(=O)N(Cc3ccc(Cl)cc3Cl)C1=C[C@H](C1CCCC1)O[C@@H]2C
  ., 1.3, -2.2, -1.1, 4.4, 1.1, 4.7, 0.5, ., -0.1
- O=C(CC1c2ccccc2Oc2ccccc21)Nc1ccccc1C(F)(F)F
  4.7, 1.4, -0.1, 1.4, -0.8, -1.0, 2.4, 4.0, 6.5, -0.1
- CCOC(=O)C1=C(CC)Nc2ccccc2N=C1NC(=O)c1cc(S(=O)(=O)N(C)C)ccc1Cl
  -9.1, 0.3, 1.4, -6.2, 3.5, -2.5, -1.4, -0.6, 6.1, -0.3
- Cc1cc(C)nc(SCc2nnc(SCC(=O)Nc3ncc(C)s3)n2Cc2ccco2)n1
  6.9, 0.2, 4.2, -6.3, 0.5, 3.4, 6.8, 1.4, -2.4, 0.0
- O=C1C2CC=CCC2C(=O)N1Cc1nnc(-c2ccc(Cl)cc2)o1 (stereo unspecified)
  8.6, 0.2, -1.4, -4.8, -1.5, -0.3, -1.3, 2.7, 16.1, 0.0
- Cc1ccc(NC(=O)Cc2nc(-c3c[nH]c(C(=O)N4CCCC4)c3)cs2)c(C)c1
  -1.2, -14.1, -0.1, -0.6, -19.9, -3.4, 1.6, -9.4, 1.9, 0.2
- O=C(Cc1c[nH]c2ccccc12)NCc1ccc(Cl)cc1
  -1.7, -1.7, -0.9, -1.8, -2.4, -2.4, 6.0, -3.1, -1.3, -0.2
- CC(=O)N1c2ccc(S(=O)(=O)N3CCC(C(=O)NC4CCCCC4C)CC3)cc2CC1C (stereo unspecified)
  8.2, 1.9, 0.3, -0.1, 6.2, 2.4, -0.4, -9.3, 12.5, -0.3
- CCOC(=O)c1sc(=S)n(CC)c1NC(=O)c1ccccc1C
  5.5, 3.1, -9.7, 0.5, -8.3, -3.0, 7.0, 5.5, -15.7, 0.2

# Another view of some results above:
SMILES	ARFGAP1 inh	PLCg1 inh	MBD2 inh	ADAM17 inh	PLC-beta3 inh	UHRF1 MBD2 ctr	Tn6 DDE FP	Tn7 DDE FP	ASAP1 inh	KLK7 zymogen act
O=C(CC1c2ccccc2Oc2ccccc21)Nc1ccccc1C(F)(F)F	4.7	1.4	-0.1	1.4	-0.8	-1.0	2.4	4.0	6.5	-0.1
COC(=O)C(C)SC1=N/C(=C/c2ccc(-n3cncn3)cc2)C(=O)N1 (stereo unspecified)	-1.6	-9.1	-4.1	-3.2	-20.2	-1.0	11.1	7.8	3.2	-2.2

# Continuation:
# Sequence of screens – ARFGAP1 inh, PLCg1 inh, MBD2 inh, ADAM17 inh, PLC-beta3 inh, UHRF1 MBD2 ctr, Tn6 DDE FP, Tn7 DDE FP, ASAP1 inh, KLK7 zymogen act
- COc1ccc(Cc2nc3ccc(C(=O)N(C)CCO)cc3o2)cc1
  1.1, -2.5, -0.4, -1.8, 0.5, -1.7, 8.8, -4.1, -1.4, 0.1
- COc1ccc(Oc2c(Cl)cnn(C3c4ccccc4-c4ccccc43)c2=O)cc1
  ., 5.8, 9.0, -7.2, 1.0, 4.9, -4.1, -1.3, ., -0.1
- CCOCCCNC(=O)C(c1ccc(C)cc1)N(Cc1ccc2c(c1)OCO2)C(=O)c1ccccn1 (stereo unspecified)
  -7.7, -0.3, 4.5, -0.8, -7.0, -1.6, 4.6, 5.8, 5.3, 0.1
- CC(C)C[C@H](NC(=O)c1nc[nH]c1C(=O)NCc1ccccc1)C(=O)OC(C)(C)C
  -1.0, 0.5, -3.1, 8.3, 0.8, -0.4, 8.4, -2.3, 20.9, 0.1
- Cc1cc(NC(=O)CSc2nc3ccccc3s2)no1
  6.9, -2.3, 4.0, -3.1, 0.9, 0.1, 1.1, -1.9, 13.6, -0.2
- Cc1ccc(-c2nnn(CC(=O)N(C)C3CCCCC3)n2)o1
  -10.2, -0.8, -1.8, 1.6, 0.6, -2.2, -2.6, 7.4, -5.6, -0.1
- CCO[C@H]1OC(C(=O)O)=C[C@@H](c2coc3ccccc3c2=O)[C@@H]1CCCO
  5.3, 1.0, -2.9, -1.6, 4.6, 1.2, -1.4, 1.0, 2.8, 0.1
- O=C(CN1CCN(Cc2ccc(Cl)cc2)C1=O)NCCCN1CCN(c2ccc(F)cc2)CC1
  -5.4, -0.2, 2.1, -3.8, 2.5, -1.8, 1.1, 1.8, -3.4, 0.1
- CCOC(=O)c1c(C)[nH]c(C(=O)COC(=O)c2ccc(N3CCCC3=O)cc2)c1C
  -2.1, -14.1, -2.4, 1.7, 2.6, -0.8, 1.2, 1.9, 5.2, -0.2
- COc1cccc(CN(C)C(=O)Cc2c[nH]c3ccccc23)c1
  12.4, -0.3, 6.4, -11.5, -22.3, 6.0, -3.0, -3.6, 6.6, 0.3
- Cc1ccccc1OCC(=O)N1CCc2ccccc2C1
  0.2, -0.4, 2.6, 1.1, -15.5, -1.4, 0.9, -11.2, -2.8, -0.2
- COc1ccc(C(=O)NNC(=S)Nc2ccccc2)cc1
  -1.1, 5.7, 2.0, 6.9, -4.2, -2.2, -6.0, -1.6, 1.0, 0.5
- CCOC(=O)N1CCC(NC(=O)CSCc2nc(-c3ccc(OC)c(OC)c3)oc2C)CC1
  11.1, 0.7, 2.8, -0.3, -2.9, 6.0, 2.4, -7.0, 9.6, -0.3
- COc1ccccc1-c1nc(C#N)c(NCCCn2ccnc2)o1
  -4.3, -349.9, -1.2, -359.0, -452.2, 2.0, 7.1, 1.4, 12.0, -3.8
- COc1cc(C(=O)Nc2c(C(=O)O)[nH]c3ccc(C)cc23)cc(OC)c1OC
  5.4, -10.1, 1.8, -5.6, -22.3, 0.8, -18.0, -5.5, -13.5, -0.3
- N#Cc1ccccc1S(=O)(=O)N1CCN(C(=O)C2CCCCC2)CC1
  -17.0, -1.8, -1.7, -2.9, 3.0, -2.0, 3.4, 4.1, -2.8, -0.1
- CCCCCCCNC(=O)CN1C(=O)CSc2ccc(S(=O)(=O)N3CCOCC3)cc21
  6.5, -1.9, -3.0, -3.7, -10.6, 0.6, 0.2, -0.7, 0.0, 0.3
- O=C(Nc1ccc2c(c1)OCCO2)c1ccc(CN2CCOCC2)cc1
  -8.2, 0.7, -7.7, 2.0, 2.6, -3.9, 3.5, 0.2, 4.6, 0.5
- COc1ccc(-n2nc3c(c2NC(=O)c2ccc(Br)o2)CS(=O)(=O)C3)cc1
  6.0, 1.1, -5.0, -3.9, -202.8, -2.1, -7.6, -7.3, -4.0, 0.5
- C=CCC[C@@H](Cc1ccc(F)cc1)C(=O)OC[C@H](Cc1c[nH]c2ccccc12)NC(=O)[C@H](CC=C)CC(=O)NCCO
  -3.6, 0.5, -1.5, 8.1, 3.5, -4.0, 7.4, 1.2, 2.3, -0.6
- NS(=O)(=O)c1cccc(NC(=O)CSc2ncnc3ccccc23)c1
  9.4, -9.7, 3.5, -6.0, -30.7, -1.4, -4.5, -2.3, 6.7, -1.1
- CCOC(=O)C1/C(=N\O)CC(C)(O)C(C(=O)OCC)C1c1ccc(OC)c(OC)c1 (stereo unspecified)
  0.8, 0.0, 1.6, 0.3, 5.2, 0.1, 2.2, 1.8, -9.5, -0.7
- COc1ccc(N2C(=O)CC(N(Cc3ccc(S(N)(=O)=O)cc3)C(C)=O)C2=O)cc1 (stereo unspecified)
  5.6, 4.5, 0.2, -1.1, 3.1, -2.3, -4.5, 1.1, 2.8, 0.6
- CC(C)c1ccc(NC(=O)N2CCN(S(=O)(=O)c3ccccc3)CC2)cc1
  -10.5, 2.2, 0.8, 1.8, -1.4, 2.5, -0.4, -4.9, 6.4, -0.4
- COc1ccc(NC(=O)c2cc(-c3cccnc3)nc3ccc(C)cc23)cc1OC
  -11.4, -1.1, 2.9, -3.9, 0.5, 3.7, 6.6, 6.5, -8.0, -0.9
- COC(=O)c1ccc(CSc2nnc3c(Cl)cc(Cl)cn23)o1
  3.2, -0.7, 2.3, -1.8, -0.9, 7.8, 5.2, 6.6, -17.7, 0.1
- COc1cc(OC)cc(C(C(=O)NC2CCCCC2)N(C(=O)c2ccno2)c2ccccc2)c1 (stereo unspecified)
  -10.4, 0.2, 3.5, -3.2, -1.4, -1.8, -5.4, -3.4, -0.8, 0.5
- CN(C(=O)c1ccc2c(c1)S(=O)(=O)N=C1CCCCCN12)c1ccccc1
  1.0, 4.5, 4.5, 1.7, -9.9, 4.9, -9.0, -4.5, -12.9, -0.6
- C/C=C/c1cccc(-c2nc(C(=O)NC3CCC3)cc3c2[C@H](CCO)N(S(=O)C(C)(C)C)C3)c1 (stereo partly specified)
  9.9, -11.5, 5.8, -2.7, -27.5, 1.1, -6.0, 5.1, -4.9, 0.0
- CCc1ccc(C(=O)COC(=O)C(Cc2ccccc2)NC(=O)C2CCC(C)CC2)cc1 (stereo unspecified)
  0.9, 0.8, -2.1, -2.8, 1.5, 0.4, -5.0, 0.5, 8.9, -0.1

# Assay outcomes (PubChem BioAssay)
